From PubChem BioAssay
DT40 TDP1 CPT = DT40-hTDP1 cell growth loss with CPT; chicken DT40 Tdp1-/-;hTDP1 cells + 20 nM CPT, ATP luminescence, 48 h; hit rate 12% among 420,000; Potency, µM (titrated, usually from 46.2 µM), for the others: at the highest dose activity change, negative = growth inhibition, actives largely listed as inhibitors; note: nearly all actives have a fitted effect of over 55% in size
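Chicken DT40 Tdp1-/- cells stably complemented with human TDP1 were seeded at 400 cells/well in medium containing 20 nM camptothecin, exposed to pin-transferred compounds, and grown at 37 °C for at least 48 hr. Viability was read as ATP luminescence.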
DT40 TDP1 no CPT = qHTS for Inhibitors of human tyrosyl-DNA phosphodiesterase 1 (TDP1): qHTS in cells in absence of CPT; DT40 Tdp1-/- hTDP1 cells, no CPT, ATP luminescence, 48 h; Potency, µM (top dose mostly 46.2 µM), without a hit: top-dose activity change, negative = growth inhibition, actives largely listed as inhibitors; hit rate 15% among 420,000; AID 686978, 2013; note: nearly all actives have a fitted effect of over 55% in size
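No-CPT arm: Tdp1-/-;hTDP1 DT40 cells (400/well) plus compounds, incubated ≥48 hr at 37 °C. Readout CellTiter-Glo luminescence.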
TDP1 block = inhibitors of human tyrosyl-DNA phosphodiesterase TDP1 | Q9NUW8 | recombinant TDP1, AlphaScreen DNA substrate cleavage | Potency, µM (top dose mostly 130 µM), for the others: at the top dose activity change, negative = inhibition, hits mostly inhibitors | hit rate 0.28% among 350,000; note: nearly all actives have a fitted effect of over 40% in size
Target sequence (Q9NUW8 whole entry, looked up): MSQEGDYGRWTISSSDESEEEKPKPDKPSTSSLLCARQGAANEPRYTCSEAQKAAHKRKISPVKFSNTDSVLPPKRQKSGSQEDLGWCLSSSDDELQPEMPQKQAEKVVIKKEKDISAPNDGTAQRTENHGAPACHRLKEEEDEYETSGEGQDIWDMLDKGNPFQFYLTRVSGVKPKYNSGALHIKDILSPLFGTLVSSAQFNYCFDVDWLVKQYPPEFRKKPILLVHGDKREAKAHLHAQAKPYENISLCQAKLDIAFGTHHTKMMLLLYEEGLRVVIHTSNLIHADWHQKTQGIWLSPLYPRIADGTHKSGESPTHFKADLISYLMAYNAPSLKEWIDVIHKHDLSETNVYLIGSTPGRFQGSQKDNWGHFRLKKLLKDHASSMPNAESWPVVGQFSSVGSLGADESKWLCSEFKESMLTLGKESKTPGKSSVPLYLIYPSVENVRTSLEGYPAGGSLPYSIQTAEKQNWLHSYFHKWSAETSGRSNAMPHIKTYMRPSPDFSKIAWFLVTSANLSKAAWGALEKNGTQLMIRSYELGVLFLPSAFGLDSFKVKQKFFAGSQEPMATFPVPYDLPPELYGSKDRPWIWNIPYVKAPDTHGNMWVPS
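Tdp1 1 nM final; 15 min RT w/ cpd; substrate 15 nM, 5 min; beads 10 ug/ml, 10 min; AlphaScreen read. Neg ctrl: no enzyme.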
An asterisk follows results filed as active; u = inconclusive; x = no result given; & = joins results of further samples. Calls come from the whole dose curve; as a rule, active = well fitted curve in the direction sought with a large enough effect; inconclusive = small, poorly fitted or top-dose-only effect, or another doubt; inactive = no such curve, though single readings can be large; an effect the other way counts as inactive or inconclusive. % is set by controls: 0 for no effect and ±100 for the full control effect; potency is the fitted concentration of half-maximal effect.

Below each compound – DT40 TDP1 CPT	DT40 TDP1 no CPT	TDP1 block
- CCOc1ccc(NC(=O)CSc2cn(CCNC(=O)c3ccccc3F)c3ccccc23)cc1
→ u	u	6%
- C=CCN(c1ccccc1)S(=O)(=O)c1c(C)[nH]c(=O)[nH]c1=O
→ -16%	u	2%
- COc1ccc(CCNC(=O)c2ccc3nc4cc(Cl)ccc4c(=O)n3c2)cc1OC
→ u	u	x
- Cc1cc(NC(=O)Nc2ccccc2)n(-c2ccccc2)n1
→ 5%	1%	1%
- CCc1ccc(NC(=O)C(=O)NCCN2CCN(S(=O)(=O)c3ccccc3)CC2)cc1
→ -12%	-23%	x
- COc1ccccc1NS(=O)(=O)c1cc(C(=O)NCC2CCCO2)ccc1C (configuration not stated)
→ -8%	-7%	x
- Cc1ccc(C(=O)c2ccccc2C(=O)OCC(=O)Nc2ccc(SC(F)F)cc2)cc1
→ u	18µM*	0%
- COc1ccc(-n2cc(-c3ccccc3)[nH]c2=S)cc1
→ 13µM*	16µM*	0%
- O=C(NS(=O)(=O)c1ccccc1)c1ccccc1F
→ -2%	-3%	2%
- Cc1ccc(C(=O)OCC(=O)N(C)C2CCS(=O)(=O)C2)cc1S(=O)(=O)N1CCCCC1 (configuration not stated)
→ -1%	-10%	x
- C[C@@H]1CN([C@H](C)CO)C(=O)CCCn2nncc2CO[C@@H]1CN(C)C(=O)OCc1ccccc1
→ -6%	-13%	x
- O=C(c1ccccc1)c1cccc(C(=O)c2ccccc2)c1
→ 0%	-29%	u
- COc1ccc(NC(=O)N(C)C[C@H]2OCc3cnnn3CCCC(=O)N([C@@H](C)CO)C[C@H]2C)cc1
→ -16%	-18%	x
- CCOC(=O)c1ccccc1NC(=O)C1CSC2(C)CCC(=O)N12 (configuration not stated)
→ -29%	-24%	2%
- COc1cc(CCCN2CCNC[C@@H]2c2ccccc2)cc(OC)c1OC
→ -12%	3%	-5%
- COc1ccc(Cn2c(-c3ccco3)nc3oc4ccccc4c(=O)c3c2=O)cc1
→ -12%	-13%	3%
- CCC(C)c1ccc(NC(=O)CN(C)CC(=O)Nc2cccc(OC)c2)cc1 (configuration not stated)
→ 4%	-4%	-2%
- COc1ccc(CNC(=O)c2sc(=O)n(Cc3ccc(C)cc3)c2C)cc1
→ u	u	x
- Cc1cc(C)cc(NC(=O)C2CCCN2S(=O)(=O)c2ccc3c(c2)CCCC(=O)N3)c1 (configuration not stated)
→ u	u	5%
- COCCNc1ncnc2ccc(-c3ccccc3OC)cc12
→ u	u	x
- CCCc1nnc(SCc2ccc(C(=O)OC)o2)n1N
→ 6%	-22%	9%
- Cc1ccc2cc3cc(C(=O)Nc4ccc(F)cc4Cl)oc3nc2c1
→ u	u	2%
- O=c1c2ccccc2sn1-c1ccc(S(=O)(=O)N2CCCC2)cc1
→ 3.3µM*	5.2µM*	6%&0%
- CCc1nnc(NC(=O)NC(C)(C)C)s1
→ -5%	-19%	-5%
- CCOC(=O)N1CCN(S(=O)(=O)c2ccc(C(=O)N(CCN(CC)CC)c3nc4c(C)cccc4s3)cc2)CC1
→ u	-28%	9%
- Cc1onc(-c2ccccc2)c1C(=O)NN1CCOCC1
→ -7%	-14%	1%
- O=C(NCCc1ccccn1)c1c(-c2ccsc2)sc2ccccc12
→ u	u	0%
- CCn1cc(S(=O)(=O)NCc2ccc(OC)cc2)cn1
→ 1%	15%	3%
- CC(OC(=O)CC1CCCC1)C(=O)Nc1ccc(S(N)(=O)=O)cc1 (configuration not stated)
→ -9%	-20%	-1%
- Cc1sc2ncnc(N(C)CCc3ccccn3)c2c1C
→ -11%	-25%	-8%
- COc1ccc(-c2nnc3n2N=C(C)CS3)cc1OC
→ 0%	-12%	-6%
- CCCCNc1c(-c2ccc(Sc3ccc(OC)cc3)cc2)nc2cc(C)ccn12
→ u	-86%	5%
- Cn1ncc(C(=O)N2CCN(c3ccccc3)CC2)c1C1CCN(C(=O)OC(C)(C)C)CC1
→ -4%	-28%	-2%
- CC(C)Nc1cccnc1N1CCN(C(=O)c2cc3cc(NS(C)(=O)=O)ccc3[nH]2)CC1
→ u	u	x
- CCOc1ccc(NC(=O)Cn2nnc(C(=O)NCc3ccc(OC)cc3)c2N)cc1
→ 0%	28%	-4%
- Cc1ccc(C(=O)CCC(=O)N2CCN(C(=O)c3ccco3)CC2)cc1
→ 0%	-4%	5%
- Cc1c(C(=O)Nc2cccc(S(=O)(=O)N3CCCC3)c2)oc2ccccc12
→ u	-28%	2%
- COc1ccc(/C=C2/C(=O)N(c3ccccc3)N=C2C)c(OC)c1
→ 3%	10%	x
- Cc1ccccc1C(=O)Nc1cccc(-c2nnc(SCC(=O)NCc3ccco3)n2C)c1
→ -28%	-28%	x
- Cc1ccc(C(=O)NCC(=O)OCC(=O)N2CC(C)OC(C)C2)cc1 (configuration not stated)
→ -1%	6%	x
- COc1ccc2[nH]c(CN3CCC(n4nccc4NC(=O)C4CC4)CC3)c(C)c2c1
→ -3%	-15%	5%
- N#Cc1ccc(NC(=O)c2nc(-c3ccccc3)n(-c3ccccc3)n2)cc1
→ u	u	2%
- COc1ccc(CCNC(=O)CN2CCC(n3nnc4cc(F)ccc43)CC2)cc1OC
→ 2%	-22%	3%
- CN(C)C(=O)COC(=O)c1cccc(S(=O)(=O)N2CC3(C)CC2CC(C)(C)C3)c1 (configuration not stated)
→ u	u	0%
- Cc1ccc(OCCCN2CCC(C(O)(c3ccccc3)c3ccccc3)CC2)cc1
→ u	u	x
- COc1ccc(/C=N/NC(=O)c2cccc(NC(=O)c3ccccc3Cl)c2)cc1
→ 3.7µM*	4.6µM*	0%
- O=C(NNC(=O)c1ccncc1)Nc1cccc(C(F)(F)F)c1
→ -3%	18%	3%
- O=C(O)Cn1ccc2cc(S(=O)(=O)N3CCCCC3)ccc21
→ 0%	-3%	x
- COc1ccc(NC(=O)CSc2nc3c(cc2C#N)CN(C)CC3)cc1
→ -19%	-4%	-2%
- COc1ccc(CC(=O)Nc2nnc3n2CCS3)cc1
→ -16%	-11%	3%
- Cn1c(=O)c2c(nc(SCc3ccc(F)cc3)n2C)n(C)c1=O
→ -28%	u	x
- Cc1csc(=O)n1CC(=O)OC(C)C(=O)Nc1ccc(N(C)C)cc1 (configuration not stated)
→ -15%	-22%	x
- CN(Cc1ccccc1)C(=O)CCS(=O)(=O)c1ccc2c(c1)n(C)c(=O)c(=O)n2C
→ -6%	-5%	9%
- C[C@H](CO)N1C[C@H](C)[C@@H](CN(C)C(=O)Nc2ccc3c(c2)OCO3)Oc2c(cccc2N(C)C)C1=O
→ -19%	-13%	2%
- CC(C(=O)NCC1CCCCC1)N(C)CC(=O)Nc1ccc(N2CCOCC2)cc1 (configuration not stated)
→ 6%	-10%	0%
- CC(Sc1ccsc1[N+](=O)[O-])C(=O)NCCc1ccc(Cl)cc1 (configuration not stated)
→ u	u	7%
- Cc1ccc(S(=O)(=O)N(C)C)cc1NC(=O)COC(=O)c1ccc2c(c1)OCO2
→ 1%	-23%	3%
- Cc1cnc(C)c(Nc2nc(C(N)c3ccccc3)cs2)n1 (configuration not stated)
→ u	u	x
- CCOC(=O)c1c(C)c(C(=O)NCc2ccccc2OC)c(C)n1C
→ u	13µM*	7%
- O=C(Nc1ccccc1)N1CCc2ccccc2C1
→ -17%	-23%	3%

The results go on:
Below each compound – DT40 TDP1 CPT	DT40 TDP1 no CPT	TDP1 block
- Cc1ccc(NC(=O)CCN2CCN(CCO)CC2)cc1Br
→ -5%	-8%	x
- CC(C)CC(=NNC(=O)c1ccncc1)c1cc(Cl)ccc1O
→ 3.7µM*	2.6µM*	x
- Cc1ccc(CCN=c2c([N+](=O)[O-])nn(-c3ccccc3)n2O)cc1
→ u	u	11%
- CCCCNC(=O)c1ccc2c(=O)n(-c3ccccc3)c(=O)[nH]c2c1
→ -24%	3%	9%
- Cn1c(=O)oc2cc(S(=O)(=O)N3CCC(C(=O)N4CCN(c5cccc(Cl)c5)CC4)CC3)ccc21
→ 4.1µM*	1.5µM*	4%
- COc1ccc(Cn2c(CCC(=O)NCc3ccco3)nc3cccnc32)cc1
→ -20%	-4%	5%
- Cc1cccc(NC(=O)c2cccc(N3C(=O)C4C5CCC(C5)C4C3=O)c2)c1C (configuration not stated)
→ -12%	-16%	0%
- COc1cccc(CNc2ccc(F)c([N+](=O)[O-])c2)c1O
→ -10%	u	0%
- NC(=O)C1(N2CCCCC2)CCN(C2CC(=O)N(CCc3ccccc3)C2=O)CC1 (configuration not stated)
→ 5%	3%	0%
- CN1CCN(c2oc(-c3ccc([N+](=O)[O-])cc3)nc2C#N)CC1
→ -3%	u	x
- CC(C)C(=O)Nc1ccc2c(c1)nc(CCN1CCN(C)CC1)n2C
→ -8%	-16%	4%
- CC1(C)OC(=O)C2=C(C[C@@H](C3CCCCC3)O[C@H]2c2ccc(F)cc2)O1
→ -19%	u	x
- O=C1NC2(O)C(=O)c3ccccc3C2(O)N1 (configuration not stated)
→ 15%	4%	-5%
- CC(C)NS(=O)(=O)c1ccc(NC(=O)c2cccnc2)cc1
→ -9%	-18%	x
- S=C(Cc1ccccc1)NCCc1ccccc1
→ -28%	-17%	-9%
- COc1ccc(C(=O)OCC(=O)c2ccc(C)c(S(=O)(=O)N3CCOCC3)c2)cc1OC
→ 18µM*	12µM*	x

In the list so far, 15 have a halogen.
Below each compound – DT40 TDP1 CPT	DT40 TDP1 no CPT	TDP1 block
- CCOc1ccc(NC(=O)CSc2cn(CCNC(=O)c3ccccc3F)c3ccccc23)cc1
→ u	u	6%
- COc1ccc(CCNC(=O)c2ccc3nc4cc(Cl)ccc4c(=O)n3c2)cc1OC
→ u	u	x
- Cc1ccc(C(=O)c2ccccc2C(=O)OCC(=O)Nc2ccc(SC(F)F)cc2)cc1
→ u	18µM*	0%
- O=C(NS(=O)(=O)c1ccccc1)c1ccccc1F
→ -2%	-3%	2%
- Cc1ccc2cc3cc(C(=O)Nc4ccc(F)cc4Cl)oc3nc2c1
→ u	u	2%
- COc1ccc(CCNC(=O)CN2CCC(n3nnc4cc(F)ccc43)CC2)cc1OC
→ 2%	-22%	3%
- COc1ccc(/C=N/NC(=O)c2cccc(NC(=O)c3ccccc3Cl)c2)cc1
→ 3.7µM*	4.6µM*	0%
- O=C(NNC(=O)c1ccncc1)Nc1cccc(C(F)(F)F)c1
→ -3%	18%	3%
- Cn1c(=O)c2c(nc(SCc3ccc(F)cc3)n2C)n(C)c1=O
→ -28%	u	x
- CC(Sc1ccsc1[N+](=O)[O-])C(=O)NCCc1ccc(Cl)cc1 (configuration not stated)
→ u	u	7%
- Cc1ccc(NC(=O)CCN2CCN(CCO)CC2)cc1Br
→ -5%	-8%	x
- CC(C)CC(=NNC(=O)c1ccncc1)c1cc(Cl)ccc1O
→ 3.7µM*	2.6µM*	x
- Cn1c(=O)oc2cc(S(=O)(=O)N3CCC(C(=O)N4CCN(c5cccc(Cl)c5)CC4)CC3)ccc21
→ 4.1µM*	1.5µM*	4%
- COc1cccc(CNc2ccc(F)c([N+](=O)[O-])c2)c1O
→ -10%	u	0%
- CC1(C)OC(=O)C2=C(C[C@@H](C3CCCCC3)O[C@H]2c2ccc(F)cc2)O1
→ -19%	u	x
